# Screening data (PubChem BioAssay)
# Pol kappa inh – blocks human DNA polymerase kappa activity; purified Pol kappa, fluorescent DNA synthesis assay, 10 min; Potency, µM (top dose mostly 107 µM), for inactives: top-dose activity, negative = inhibition, most hits filed as inhibitors; hit rate 0.53% among 400,000; note: % is set by controls: 0 for no effect and ±100 for the full control effect
#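 Fluorescent qHTS in 1536-well format: enzyme (10 nM) and compound sat 15 min at room temperature before 50 nM substrate (final) was added. Signal taken at 0 and 10 min; no-enzyme buffer wells were negative controls.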
# BAZ2B inh – BAZ2B (human) inhibition; AlphaScreen BAZ2B-H3K14Ac peptide displacement; hit rate 4.4% among 360,000; AID 504333; Q9UIF8; Potency, µM (titrated, usually from 114 µM), without a hit: top-dose activity change, negative = inhibition, most hits filed as inhibitors; note: % is set by controls: 0 for no effect and ±100 for the full control effect; nearly all actives have a fitted effect of over 60% in size
#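 Multi-concentration screen (max 110 uM) measuring displacement of acetylated histone H3 peptide from BAZ2B by AlphaScreen, using 50 nM protein, 50 nM peptide and 10 ug/mL streptavidin donor plus Ni-chelate acceptor beads.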
# G9a block – inhibitors of human histone lysine methyltransferase G9a. G9a H3K9 monomethylation, AlphaScreen, 2 h. Q96KQ7. AID 504332. Potency, µM (series often up to 102 µM), for the others: at the top dose activity, negative = inhibition, most hits filed as inhibitors. hit rate 8.8% among 350,000; note: % is set by controls: 0 for no effect and ±100 for the full control effect; nearly all actives have a fitted effect of over 75% in size
#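 AlphaScreen read-out: biotin-H3K9 peptide (500 nM) methylation by 20 nM enzyme with 20 uM SAM, 2 h at room temperature after 15 min compound preincubation; anti-monomethyl H3K9 antibody plus donor/acceptor beads, 10 min dark.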
# Pol eta inh – blocks human DNA polymerase eta activity; Q9Y253; recombinant Pol eta, fluorescent DNA replication assay; Potency, µM (series often up to 114 µM), for the others: at the highest dose activity change, negative = inhibition, actives largely listed as inhibitors; hit rate 1.2% among 390,000; AID 588591; note: % is set by controls: 0 for no effect and ±100 for the full control effect
#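 Fluorescent replication assay: 50 nM final substrate added after a 15 min room-temperature compound preincubation with 10 nM enzyme. Signal taken at 0 min and again at 10 min.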
# APEX1 inh – APE1 (human) endonuclease inhibition; P27695; recombinant APE1, TAMRA/BHQ-2 abasic DNA cleavage fluorescence; Potency, µM (highest dose often 65.8 µM), for inactives: top-dose activity change, negative = inhibition, usual class: inhibitors; hit rate 0.35% among 350,000; AID 2517;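 note: plate controls were vehicle for no effect and reference inhibitor for full effect; nearly all actives have a fitted effect of over 55% in size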
#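 Readout is kinetic fluorescence (ex 525, em 598 nm) from cleavage of 50 nM TAMRA/BHQ-2 THF abasic duplex by 0.75 nM APE1, compound added 15 min beforehand at RT.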
# POLI inh – blocks human DNA polymerase iota activity; Pol iota fluorescent replication assay, 10 min; Potency, µM (highest dose often 115 µM), for inactives: top-dose activity, negative = inhibition, hits mostly inhibitors; hit rate 1% among 390,000; AID 588590
# Target sequence (Q9UNA4 whole entry, looked up): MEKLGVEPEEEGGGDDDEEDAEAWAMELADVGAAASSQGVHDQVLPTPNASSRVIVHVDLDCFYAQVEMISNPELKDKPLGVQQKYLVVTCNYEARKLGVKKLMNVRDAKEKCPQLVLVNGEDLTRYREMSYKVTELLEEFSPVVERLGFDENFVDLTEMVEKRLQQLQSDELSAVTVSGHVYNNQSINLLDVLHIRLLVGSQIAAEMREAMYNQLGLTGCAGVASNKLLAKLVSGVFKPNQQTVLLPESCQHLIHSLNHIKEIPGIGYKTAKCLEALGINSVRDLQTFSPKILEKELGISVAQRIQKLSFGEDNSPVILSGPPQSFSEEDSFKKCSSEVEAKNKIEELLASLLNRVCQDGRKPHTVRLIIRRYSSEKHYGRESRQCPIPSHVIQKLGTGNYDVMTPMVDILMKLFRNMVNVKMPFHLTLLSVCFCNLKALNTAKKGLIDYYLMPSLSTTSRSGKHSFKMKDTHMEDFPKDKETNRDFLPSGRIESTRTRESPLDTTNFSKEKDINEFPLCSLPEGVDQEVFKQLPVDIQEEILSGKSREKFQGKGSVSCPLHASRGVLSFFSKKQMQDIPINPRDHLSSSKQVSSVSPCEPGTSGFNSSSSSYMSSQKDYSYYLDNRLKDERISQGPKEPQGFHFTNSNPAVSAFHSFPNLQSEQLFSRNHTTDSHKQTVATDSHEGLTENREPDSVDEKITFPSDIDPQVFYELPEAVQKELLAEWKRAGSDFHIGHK
#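 Pol iota at 10 nM preincubated 15 min with compounds at room temperature; reaction started with fluorescent substrate, 50 nM final. Fluorescence read kinetically at 0 and 10 min; buffer-only wells as negative control.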
# Apoferritin bind – binds horse apoferritin like a general anesthetic; P02791; apoferritin/1-aminoanthracene competitive binding, fluorescence; Potency, µM (titrated, usually from 77.5 µM), without a hit: at the top dose activity change, negative = displacement, most hits filed as inhibitors; hit rate 0.074% among 350,000; AID 485281; note: % is set by controls: 0 for no effect and ±100 for the full control effect; nearly all actives have a fitted effect of over 20% in size
# Target sequence (P02791 2-175 limits assumed): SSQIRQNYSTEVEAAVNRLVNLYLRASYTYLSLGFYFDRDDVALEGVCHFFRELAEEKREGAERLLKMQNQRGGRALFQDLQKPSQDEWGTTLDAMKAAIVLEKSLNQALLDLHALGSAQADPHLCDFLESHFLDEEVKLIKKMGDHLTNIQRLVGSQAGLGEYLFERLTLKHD
#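 Horse-spleen apoferritin (10 uM) was mixed with 50% saturated 1-aminoanthracene in PBS, exposed to compounds for 10 min at room temperature, and read for fluorescence (ex 380 nm, em 535 nm). Competitive displacement was fitted with a four-parameter Hill equation.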
# Pol beta inh – DNA polymerase beta (human) inhibition; AID 485314; Potency, µM (titrated, usually from 114 µM), for inactives: top-dose activity change, negative = inhibition, actives largely listed as inhibitors; hit rate 1.3% among 340,000; P06746; Pol beta primer extension/strand displacement, fluorescence kinetic; note: % is set by controls: 0 for no effect and ±100 for the full control effect
#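 Curves were derived by four-parameter Hill fits of normalized qHTS data. The kinetic fluorescent primer-extension read was taken at 0 and 10 min after 50 nM substrate, following a 15 min room-temperature preincubation of 10 nM enzyme with compounds.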
# BLM helicase inh – blocks DNA unwinding by human BLM helicase. Potency, µM (highest dose often 56.1 µM), inactives show at the top dose activity change, negative = inhibition, usual class: inhibitors. P54132. hit rate 0.2% among 350,000. recombinant BLM DNA unwinding, fluorescence dequenching;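 note: plate controls were vehicle for no effect and no enzyme for full effect; nearly all actives have a fitted effect of over 35% in size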
# * = called active by the depositor; u = inconclusive; x = not tested or not shown; [ ] = another dose, or the depositor's remark. Calls come from the whole dose curve; as a rule, active = well fitted curve in the direction sought with a large enough effect; inconclusive = small, poorly fitted or top-dose-only effect, or another doubt; inactive = no such curve, though single readings can be large; an effect the other way counts as inactive or inconclusive. Potency is the fitted concentration of half-maximal effect. The list is partial; rates above refer to the full screens.
SMILES,Pol kappa inh,BAZ2B inh,G9a block,Pol eta inh,APEX1 inh,POLI inh,Apoferritin bind,Pol beta inh,BLM helicase inh
CN(C)c1cc(Nc2ccc(O)cc2)c([N+](=O)[O-])c2nonc12,2%,-18%,-2%,-12%,11%,-13%,13%,1%,-1%
COC(=O)c1sccc1NC(=O)c1cc(C)on1,-3%,9%,3%,-8%,-3%,u,5%,39%,-5%
O=C1CC(NS(=O)(=O)c2ccc(F)cc2)CN1c1ccc2c(c1)OCCO2 (centres undefined),-14%,0%,-26%,-11%,0%,-2%,x,x,x
O=c1[nH]c2ccc(Cl)cc2c(-c2ccccc2)c1CN1CCOCC1,-11%,-9%,35µM*,-5%,-1%,-11%,u,-8%,2%
Fc1ccc(CN2CCCCCCC2)c(F)c1,10%,50µM*,u,0%,-2%,9%,-3%,21%,1%
Cc1cc(C)n(-c2ccc(OCC(=O)O)nn2)n1,-3%,-6%,-19%[59 µM],-8%,1%,-5%,-2%,-11%,2%
C/C(=N\OCC(=O)OCC(=O)N(Cc1ccccc1)C(C)(C)C)c1ccc2c(c1)OCO2,-1%,-22%,2%,-22%,31%,12%,x,x,x
CCOC(=O)c1c(C)n(-c2ccccc2)c2ccc(OC(=O)COc3ccccc3)cc12,2%,7%,18%[59 µM],-1%,x,12%,4%,-1%,-5%
CC(Oc1ccc(F)cc1)C(=O)N1CCN(c2ncccn2)CC1 (centres undefined),-8%,-10%,x,3%,-3%,-20%,-3%,33%,-9%
Nc1ncnc2c1ncn2[C@@H]1O[C@H](CN=C2NS(=O)(=O)c3ccccc32)[C@@H](O)[C@H]1O,11%,x,x,-1%,-3%,22%,x,x,x
COC(=O)c1cc(C(=O)Cc2ccccc2)c[nH]1,x,-12%,-1%,x,5%,x,-21%,-12%,-7%
Cn1c(SCc2ccc(F)cc2)nc2c([nH]c3ccccc32)c1=O,-5%[60.1 µM],3%,11%[59 µM],-10%,x,12%,3%,42%,-1%
CCOC(=O)c1c(NC(=O)C(C)OC(=O)c2ccc(NC(=O)CC#N)cc2)sc2c1CCCC2 (centres undefined),-17%,-5%,13%[0.501 µM],-8%,-22%,4%,x,x,x
O=C(CN1CCC(NC(=O)c2cccc(F)c2)CC1)NCc1cccs1,-10%,2%,8%,1%,-8%,-3%,-5%,u,-1%
CN(C)c1ccc(P(=O)(OCc2ccccc2)C(O)c2ccccc2F)cc1 (centres undefined),-4%,u,x,-15%,0%,77%[activator],-11%,23%,-1%
CCCCCN(C(=O)CCC(=O)OCc1ccc(C(C)(C)C)cc1)c1c(N)n(CCCC)c(=O)[nH]c1=O,-1%,-2%,-8%,-16%,-10%,14%,-12%,-3%,-1%
O=C1CC(NC2CCN(C(=O)c3cccc(F)c3)CC2)C(=O)N1 (centres undefined),-5%,-8%,17%,-3%,20%,19%,4%,0%,-6%
Nc1c(N(CCCO)C(=O)C2CCCCC2)c(=O)[nH]c(=O)n1Cc1ccccc1,-9%,x,x,-3%,23%,-10%,x,x,x
COC(=O)c1c(N)c2ccccc2[nH]c1=O,-6%,0%,17%[59 µM],0%,-3%,8%,4%,6%,3%
Cc1cc(C)c2nc(NC(=O)c3ccc(S(=O)(=O)N4CCC(C)CC4)cc3)sc2c1,-1%[60.1 µM],1%,2%[59 µM],-8%,x,24%,-3%,34%,-5%
COc1ccc(-c2nc(CC(=O)O)cs2)cc1OC,x,u,u,x,-2%,x,-14%,-26%,-1%
CC(C)c1cc(C(=O)Nc2cc(Br)ccc2O)no1,-5%,-20%,17%[59 µM],-6%,u,13%,-12%,-11%,-3%
COc1ccc(CNc2nc(-c3cccnc3)nn2S(C)(=O)=O)cc1,-6%,-7%,5%,-19%,-4%,70%[activator],-9%,24%,-5%
CCOC(=O)c1ccccc1NC(=O)COC(=O)CC1CCCCC1,-19%,154%[activator],x,-13%,5%,u,-15%,-2%,-9%
CC(C)OC(=O)c1cn(-c2ccccc2)nc1-c1ccco1,u,-9%,7.9µM*,u,-1%,u,-10%,40µM*,-7%

# Three entries from above, set out differently:
Molecule | Pol kappa inh | BAZ2B inh | G9a block | Pol eta inh | APEX1 inh | POLI inh | Apoferritin bind | Pol beta inh | BLM helicase inh
Nc1ncnc2c1ncn2[C@@H]1O[C@H](CN=C2NS(=O)(=O)c3ccccc32)[C@@H](O)[C@H]1O | 11% | x | x | -1% | -3% | 22% | x | x | x
COC(=O)c1cc(C(=O)Cc2ccccc2)c[nH]1 | x | -12% | -1% | x | 5% | x | -21% | -12% | -7%
Cn1c(SCc2ccc(F)cc2)nc2c([nH]c3ccccc32)c1=O | -5%[60.1 µM] | 3% | 11%[59 µM] | -10% | x | 12% | 3% | 42% | -1%

# Additional structures follow:
SMILES,Pol kappa inh,BAZ2B inh,G9a block,Pol eta inh,APEX1 inh,POLI inh,Apoferritin bind,Pol beta inh,BLM helicase inh
O=C(O)C1C2C=CC(O2)C1C(=O)Nc1ccc(S(=O)(=O)N2CCc3ccccc32)cc1 (centres undefined),-10%,-6%,11µM*,-5%,-2%,-9%,-2%,-25%,1%
COC(=O)Cn1c2c(c3cc(C)ccc31)CCCC2,-22%,-63%,u,-3%,10%,0%,-15%,20%,-5%
CCCCNC(=O)c1ccc(-c2nc(CS(=O)(=O)c3ccc(C)cc3)c(C)o2)cc1,6%,-16%,u,-12%,x,49%[activator],-10%,4%,-4%
CN(c1ccc(C(=O)NC2CCCC2)cc1)S(=O)(=O)c1ccc(Cl)cc1,-17%,-4%,x,0%,2%,12%,-5%,36%,-4%
Cc1c(C(=O)O)cccc1-c1ccc(/C=C2\SC(=O)NC2=O)o1,u,-7%,x,22µM*,-1%,u,-1%,7%,4%
CN(C)c1cc[nH]c(=O)c1C#N,-6%,7%,8%[12.7 µM],9%,1%,1%,-5%,20%,-2%
Cc1cccc(OCC(=O)Nc2ccccc2OCc2cc(=O)n3cc(C)ccc3n2)c1,-6%[60.1 µM],2%,-6%[59 µM],-16%,x,15%,-8%,-28%,-13%
CCOc1c(C(N)=O)c(-c2ccccc2)c2c(=O)[nH]c3ccccc3n12,-3%,7%,5%,u,-2%,2%,-3%,2%,-4%
CC1(C)C2(C#N)C(N)=NC3(OCCO3)C12C#N (centres undefined),-4%,5%,-7%,-9%,-3%,-5%,-7%,1%,-2%
O=C(CCc1nnc2ccc(N3CCC4(CC3)OCCO4)nn12)Nc1ccc(F)cc1,2%,-4%,-2%[59 µM],-11%,27%,-14%,-5%,1%,2%
O=C(Cn1cnc2c(nnn2Cc2ccc(Cl)cc2)c1=O)OCc1ccccc1,-7%,3%,15%[59 µM],3%,-6%,9%,1%,16%,-6%
COC(=O)NC1CSCC1OC(=O)CN1C(=O)c2ccccc2C1=O (centres undefined),-4%,10%,4%[59 µM],-11%,-10%,19%,-1%,14%,1%
C/C(C/C(C)=C1/SC(=S)NC1=O)=C1\SC(=S)NC1=O,20µM*,-16%,28µM*,3.5µM*,u,3.5µM*,-9%,16µM*,96%[activator]
O=C(O)c1ccc(CSc2ncn[nH]2)cc1,-2%,-5%,2%[59 µM],-2%,1%,u,-1%,2%,4%
C[C@@H](O)[C@H]1C(=O)N2C(C(=O)O)=C(S[C@@H]3CN[C@H](C(=O)N(C)C)C3)[C@H](C)[C@H]12,6%[19.4 µM],x,-37%[12.7 µM],x,2%[21 µM],x,0%[29.3 µM],x,2%
CN1C(=O)CC(N2CCN(C(=O)c3ccccc3)CC2)C1=O (centres undefined),-13%,9%,-8%,-13%,16%,-13%,-7%,6%,-1%
CN1CCN(C2CC(=O)N(c3ccc4c(c3)OCCO4)C2=O)CC1 (centres undefined),-1%,u,45µM*,11%,9%,u,-16%,6%,-5%
OCC1(CCOc2ccccc2)CCN(Cc2ccc3cccc(F)c3n2)CC1,-4%,-7%,1%,-13%,6%,-20%,-9%,2%,-7%
COc1ccc(C)cc1NC(=O)CSc1nc2ccccc2nc1N1CCCC1,-5%,47%[activator],11%,3%,7%,-6%,-12%,-13%,-9%
CC(C)CC(=O)NC1(C(F)(F)F)C(=O)Nc2c1c(=O)[nH]c(=O)n2-c1ccccc1 (centres undefined),8%,-1%,22%[59 µM],-5%,x,10%,-18%,15%,7%
Cc1ccc(C)c(CN2C(=O)c3ccccc3S(=O)c3ccc(C(=O)NCCc4ccc(Cl)cc4)cc32)c1 (centres undefined),-9%,-11%,-28%[59 µM],-14%,x,-11%,-5%,20%,-7%
COc1ccc(N(CC(=O)Nc2ccc3c(c2)OCO3)S(C)(=O)=O)c(OC)c1,-19%,u,-33%[59 µM],7%,9%,23%,-23%,0%,-2%
CCS(=O)(=O)c1ccc(O)c(NC(=O)Nc2ccccc2)c1,-13%,1%,34%[12.7 µM],-2%,-4%,9%,-9%,-2%,0%
O=C(N/N=C/c1ccccn1)NC12CC3CC(CC(C3)C1)C2,-1%,-32%,x,-3%,-2%,27%,u,-12%,3%
CCn1c(SCC(=O)NC(C)(C)C)nnc1-c1ccccn1,-17%,u,56µM*,6%,0%,2%,-5%,-1%,-2%
COc1cc(C2C(C#N)=C(N)Oc3c2ccc2ccccc32)ccc1OCC(=O)Nc1ccc(C)cc1 (centres undefined),-7%,-31%,u,-18%,3%,-18%,u,0%,-10%
O=C(c1ccccn1)N1CCN(S(=O)(=O)c2ccc(F)cc2)CC1,-14%,1%,1%,-21%,3%,197%[activator],-5%,1%,0%
CSCCC(NC(=O)C1CCC(C)CC1)C(=O)Nc1ccc(NC(C)=O)cc1 (centres undefined),-1%,5%,u,-16%,-11%[12.4 µM],41%[activator],-3%,1%,-1%
CN1c2ccccc2C(C)(C)C12C=Nc1c(ccc3ccccc13)O2 (centres undefined),-3%,50µM*,x,-18%,-7%,u,3%,2%,-10%

# As a short view, 3 of the compounds above.
SMILES,Pol kappa inh,BAZ2B inh,G9a block,Pol eta inh,APEX1 inh,POLI inh,Apoferritin bind,Pol beta inh,BLM helicase inh
CCn1c(SCC(=O)NC(C)(C)C)nnc1-c1ccccn1,-17%,u,56µM*,6%,0%,2%,-5%,-1%,-2%
COc1cc(C2C(C#N)=C(N)Oc3c2ccc2ccccc32)ccc1OCC(=O)Nc1ccc(C)cc1 (centres undefined),-7%,-31%,u,-18%,3%,-18%,u,0%,-10%
O=C(c1ccccn1)N1CCN(S(=O)(=O)c2ccc(F)cc2)CC1,-14%,1%,1%,-21%,3%,197%[activator],-5%,1%,0%
